Screening results (PubChem)
Yeast superoxide = reduction of superoxide in aged yeast, primary screen, HTS | superoxide response (% of plate mean), % at 10 µM | S. cerevisiae aged cells, superoxide DHE fluorescence; stronger effect = lower value | AID 2690, 2010 | actives 0.18% (n = 330,000);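 active means superoxide response under a set limit, about three screen SD below normal, cut at about 65% in these data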;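 further: yeast aged for seven days with compound at 30 °C before DHE staining; 100% = average MFI of all compound-treated wells on the plate with controls excluded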
AHR activator = AHR activators, primary screen, cell-based, luminescence, luciferase reporter, human; Aryl hydrocarbon receptor (Homo sapiens), P35869; AHR-responsive luciferase reporter cells; activation, % at 5 µM; actives 2.5% (n = 320,000); AID 2796, 2010; in the data active means activation above about 47%;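 further: 0% = vehicle wells and 100% = reference agonist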
Target sequence (P35869 whole entry, looked up): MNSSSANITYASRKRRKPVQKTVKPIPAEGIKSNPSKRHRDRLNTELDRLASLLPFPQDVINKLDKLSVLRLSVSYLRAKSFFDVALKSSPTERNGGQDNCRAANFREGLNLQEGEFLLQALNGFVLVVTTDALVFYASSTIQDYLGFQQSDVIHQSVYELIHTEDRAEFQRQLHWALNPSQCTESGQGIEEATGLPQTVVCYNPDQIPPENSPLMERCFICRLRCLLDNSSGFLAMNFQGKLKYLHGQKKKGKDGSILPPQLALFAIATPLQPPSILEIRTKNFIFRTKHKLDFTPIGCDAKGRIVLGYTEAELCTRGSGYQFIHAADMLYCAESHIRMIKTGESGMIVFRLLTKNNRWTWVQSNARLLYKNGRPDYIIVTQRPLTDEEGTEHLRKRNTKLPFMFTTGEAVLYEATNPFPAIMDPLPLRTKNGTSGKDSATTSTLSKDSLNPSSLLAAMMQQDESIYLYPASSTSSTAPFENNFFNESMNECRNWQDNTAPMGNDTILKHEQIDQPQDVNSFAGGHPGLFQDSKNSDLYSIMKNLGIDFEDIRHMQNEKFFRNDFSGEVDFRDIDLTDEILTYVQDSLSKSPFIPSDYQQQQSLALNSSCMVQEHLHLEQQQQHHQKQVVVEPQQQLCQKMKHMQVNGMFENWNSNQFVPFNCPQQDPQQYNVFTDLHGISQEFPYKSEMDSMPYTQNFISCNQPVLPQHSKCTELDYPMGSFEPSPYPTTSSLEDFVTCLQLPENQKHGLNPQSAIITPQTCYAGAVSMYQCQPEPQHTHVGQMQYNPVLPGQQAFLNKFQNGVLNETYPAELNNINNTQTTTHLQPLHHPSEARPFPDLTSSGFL
Efflux pump mplx = inhibitors of Candida efflux pumps in yeast, primary screen, S. cerevisiae, Nile Red, multiplex | S. cerevisiae Candida pump triplex | actives 0.44% (n = 330,000) | inhibition, % at 10 µM;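 active means plate passing quality check with inhibition over a set limit, or well fluorescence over plate mean plus 4 SD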;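 further: Nile Red retained in pooled yeast measured as flow cytometry median fluorescence; 0% = buffer negative control and 100% = Enniatin B positive control; higher means more Nile Red kept so more efflux inhibition; some compounds called inactive have numbers as strong as hits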
Starred values were filed as active, the others as inactive; x = no result given.

SMILES | Yeast superoxide | AHR activator | Efflux pump mplx
COc1ccc(C[C@@H]2CN3C(=NC[C@@H]3C)N2C[C@H](C)NC(=O)CCC2CCCCC2)cc1 | x | 1 | x
O=C1COC(c2ccccc2)=CN1Cc1ccccc1 | x | 2 | x
CC(C)NC(=O)c1onc(CSc2cccc(Cl)c2)c1C(=O)O | x | 4 | x
COC(=O)[C@H](Cc1ccccc1)NC(=O)O[C@@H]1C(=O)c2cc(Br)ccc2O[C@H]1c1cccc(OC)c1 | x | 3 | x
C[C@@H]1C(=O)O[C@@H]2[C@H](O)C34[C@H]5C[C@@H](C(C)(C)C)C36[C@H](OC(=O)[C@@H]6O)OC4(C(=O)O5)[C@@]12O (stereo not given in full) | x | 1 | x
CC(=O)N(CCCNC(=O)c1ccccc1)C(=O)c1ccccc1 | x | 2 | x
COc1cccc([C@@H]2Oc3ccc(OC)cc3C(=O)[C@H]2O)c1 | x | 31 | x
O=C(O)C1=C[C@H](c2coc3ccccc3c2=O)C[C@H](OCCCCO)O1 | x | 3 | x
CC(C)(C)OC(=O)NCCCC[C@H](NC(=O)c1nc[nH]c1C(=O)NC(c1ccccc1)c1ccccc1)C(=O)OC(C)(C)C | x | 13 | x
O=C1OCCN1C(=O)[C@H]1[C@H](c2ccc(Cl)cc2)C(c2cccc(Cl)c2)=NN1c1ccccc1 | x | 2 | x
O=C(c1ccc(Cl)c(Cl)c1)N1CCC(=O)N(C(COCc2cccc(Cl)c2)Cc2ccccc2)CC1 (stereo not given) | x | 2 | x
CCOc1c2ccc(C(=O)NCc3ccc(C)cc3)cc2nn1CC | x | -3 | x
COc1ccc(S(=O)(=O)n2nc(OC(=O)c3ccncc3)cc2N)cc1 | x | 1 | x
N#CCCCC#Cc1ccc2c(c1)COc1c3ccccc3nn1-2 | x | -9 | x
CCCCCCC(=O)Nc1nc(C)c(-c2csc(Nc3cccc(OC)c3)n2)s1 | x | 34 | x
CCCCCCC(=O)N1C/C=C\C(c2ccc(OC)cc2)N(Cc2ccc(F)cc2)C(=O)C1 (stereo not given) | x | -1 | x
CC(C)OC(=O)CC(NC(=O)OC(C)(C)C)c1ccccc1 (stereo not given) | x | 1 | x
COC(=O)CCC(=O)OC1(C)C(=O)C=C2C=C(C3CC3)OC=C2C1=O (stereo not given) | x | 1 | x
NCCCC[C@H](NC(=O)C1CCNCC1)c1nnc(CN)o1 | x | 0 | x
O=C(O)C1=C[C@H](c2ccc(C(F)(F)F)cc2)C[C@H](OCCCCO)O1 | x | 3 | x
OCCOCCn1c(C(CO)Nc2nc(-c3ccc(F)cc3)cs2)nc2ccccc21 (stereo not given) | x | 22 | x
C#CCOCCOCCOCCNc1nc(N2CCN(C(=O)C([C@@H](C)CC)n3cc(C(N)CC(C)C)nn3)CC2)nc(N2CCN(C(=O)[C@H](CCC(=O)O)n3cc(C(N)CC(C)C)nn3)CC2)n1 (stereo not given in full) | x | -1 | x
COC(=O)[C@@]1(Cc2ccc(OC)cc2)[C@@H]2[C@@H](CC(=O)[C@H]2CC(=O)C(=O)N(C)C)CN1C(=O)c1ccccc1 | x | 0 | x
CN(C[C@H](Cc1ccccc1)N(C[C@H](Cc1ccccc1)N(CCC(C)(C)C)N=O)N=O)N=O | x | 0 | x
OCC[C@H]1C[C@H](O)[C@@H](O)[C@@]2(CCCCO2)O1 | x | 0 | x
COC(=O)[C@]1(C)N[C@H](c2ccc(-c3ccccc3)cc2)[C@@H]2C(=O)N(C)C(=O)[C@@H]21 | x | -5 | x
CC[C@H](C)[C@@H](C(=O)N1CCNCC1)n1cc([C@@H](N)CO)nn1 | x | 0 | x
O=C(C1=C[C@@H](C2CCCCC2)C[C@@H](OCCCCO)O1)N1CCOCC1 | x | 2 | x
O=C(NCc1cccs1)c1cc(-c2ccccc2)nn1CC1CC(c2cccc([N+](=O)[O-])c2)=NO1 (stereo not given) | x | 1 | x
O=c1c2ccccc2oc2cc(-c3ccc4[nH]ccc4c3)ccc12 | x | -2 | x
COc1cc(N)n(S(=O)(=O)c2ccc(C)cc2)n1 | x | 3 | x
C[C@]1(C(=O)NCCc2c[nH]c3ccccc23)C=C[C@@H](Cc2ccccc2)N1C(=O)c1ccccc1 | x | 10 | x
CCCCNC(=O)c1onc(CSc2cccc(C)c2)c1C(=O)O | x | -1 | x
CC(C)c1nc2c(s1)CCc1onc(-c3ccc(Cl)cc3)c1-2 | x | 6 | x
C[C@H](NC(=O)c1nc[nH]c1C(=O)NCCCCCN)C(=O)OC(C)(C)C | x | 2 | x
C[C@]1(C(=O)NCCCNc2ncc(C(F)(F)F)cc2Cl)C=C[C@@H](Cc2ccccc2)N1C(=O)c1ccccc1 | x | 3 | x
O=C(/C=C/c1ccc2c(c1)OCO2)c1ccc(F)cc1 | x | 22 | x
O=C(O)C1=C[C@@H](c2ccc(F)cc2)C[C@@H](OCCCCO)O1 | x | 2 | x
CCOc1cccc(-c2nc3c(s2)CCc2onc(-c4cccc([N+](=O)[O-])c4)c2-3)c1 | x | 8 | x
O=C(NCc1cc(C(F)(F)F)cc(C(F)(F)F)c1)C1CC(c2ccccc2F)=NO1 (stereo not given) | x | 2 | x
COc1ccc(NC(=O)c2ccc(-c3ccccc3C(F)(F)F)o2)cc1 | x | 5 | x
CCO[C@H]1OC(C(=O)NCc2nc3ccccc3[nH]2)=C[C@@H](c2csc3ccccc23)[C@@H]1CCCO | x | 12 | x
COc1cc(C(CCN2CCCCC2)c2c(OC)cc(OC)c3c(-c4ccccc4)cc(=O)oc23)cc(OC)c1OC (stereo not given) | x | -1 | x
CCO[C@@H]1OC(C(=O)NCc2nc3ccccc3[nH]2)=C[C@H](C2CCCCC2)[C@H]1CCCO | x | 18 | x
O=C(Nc1ccc(F)cc1)c1ccc(C(=O)N2CCOCC2)cc1 | x | 1 | x
COc1ccc(CNC(=O)C[C@H]2C[C@H](C(=O)N3CCOCC3)[C@@]3(CCC4CCCC4)c4[nH]c5ccc(Cl)cc5c4CCN3C2=O)cc1OC | 112 | x | -0.2
CCN1C[C@@H]2[C@@H]3C(=O)N(C)C(=O)[C@@H]3[C@](CC)(C(=O)OC)N2C1=NC | 109 | x | 0.0
CCOC(=O)C1=CN(Cc2cccc(Br)c2)S(=O)(=O)N(C)C1C (stereo not given) | 97 | x | 0.1
CCOC(=O)CC[C@H](NC(=O)Cn1cnc2c(NCc3ccccc3)ncnc21)C(=O)OCC | 103 | x | 0.5
CCN1C(=O)[C@H]2[C@H]3CN=C(SCC(=O)c4ccccc4)N3[C@@](C)(C(=O)OC)[C@H]2C1=O | 88 | x | -0.1
CC(C)N(C(=O)[C@H]1C[C@H](CC(=O)NCCC2=CCCCC2)C(=O)N2CCc3c([nH]c4ccc(Cl)cc34)[C@]12C)C(C)C | 88 | x | 0.3
COc1ccc(CN(CC(O)COCc2ccccc2)S(=O)(=O)c2ccccc2Br)cc1 (stereo not given) | 84 | x | 0.1
C[C@]12c3[nH]c4cc(-c5ccco5)ccc4c3CCN1C(=O)[C@@H](CC(=O)NCC13CC4CC(CC(C4)C1)C3)C[C@@H]2C(=O)N1CCCCC1 | 94 | x | 0.0
CCC(NC(=O)CC[C@H]1O[C@@H](n2cc(C)c(=O)[nH]c2=O)C[C@@H]1O)c1ccccc1 (stereo not given in full) | 103 | x | -0.1
CCN1C(=O)[C@H]2[C@H]3CN=C(SCC(=O)c4ccccc4)N3[C@@](CC)(C(=O)OC)[C@H]2C1=O | 91 | x | 0.0
COc1ccc2[nH]c3c(c2c1)CCN1C(=O)C(CC(=O)NCCCN(C)C)C[C@H](C(=O)N2CCCCC2)[C@@]31C (stereo not given in full) | 105 | x | -0.4
CCCCN1CC[C@@H]2C=CC[C@H](C(=O)OC)[C@@H]2C1=O | 87 | x | -0.2
CCOC(=O)C1=C(C)N(C[C@@H]2CC[C@@H](Cc3ccc4cc(OC)ccc4c3)O2)C(=O)NC1c1ccc(OC)cc1 (stereo not given in full) | 103 | x | 0.2
CC(C)N(C(=O)[C@H]1C[C@H](CC(=O)NCCN2CCOCC2)C(=O)N2CCc3c([nH]c4ccc(Cl)cc34)[C@]12C)C(C)C | 117 | x | -0.3
Cc1cccc(N2O[C@H]3C=CC2CCCC3)n1 | 97 | x | 0.0

17 compounds already listed, ordered by formula weight, smallest number first:
SMILES | Yeast superoxide | AHR activator | Efflux pump mplx
Cc1cccc(N2O[C@H]3C=CC2CCCC3)n1 | 97 | x | 0.0
NCCCC[C@H](NC(=O)C1CCNCC1)c1nnc(CN)o1 | x | 0 | x
O=c1c2ccccc2oc2cc(-c3ccc4[nH]ccc4c3)ccc12 | x | -2 | x
N#CCCCC#Cc1ccc2c(c1)COc1c3ccccc3nn1-2 | x | -9 | x
CCN1C[C@@H]2[C@@H]3C(=O)N(C)C(=O)[C@@H]3[C@](CC)(C(=O)OC)N2C1=NC | 109 | x | 0.0
CCCCNC(=O)c1onc(CSc2cccc(C)c2)c1C(=O)O | x | -1 | x
O=C(C1=C[C@@H](C2CCCCC2)C[C@@H](OCCCCO)O1)N1CCOCC1 | x | 2 | x
COC(=O)[C@]1(C)N[C@H](c2ccc(-c3ccccc3)cc2)[C@@H]2C(=O)N(C)C(=O)[C@@H]21 | x | -5 | x
CCOC(=O)C1=CN(Cc2cccc(Br)c2)S(=O)(=O)N(C)C1C (stereo not given) | 97 | x | 0.1
COc1ccc(C[C@@H]2CN3C(=NC[C@@H]3C)N2C[C@H](C)NC(=O)CCC2CCCCC2)cc1 | x | 1 | x
CCCCCCC(=O)N1C/C=C\C(c2ccc(OC)cc2)N(Cc2ccc(F)cc2)C(=O)C1 (stereo not given) | x | -1 | x
O=C1OCCN1C(=O)[C@H]1[C@H](c2ccc(Cl)cc2)C(c2cccc(Cl)c2)=NN1c1ccccc1 | x | 2 | x
COc1cc(C(CCN2CCCCC2)c2c(OC)cc(OC)c3c(-c4ccccc4)cc(=O)oc23)cc(OC)c1OC (stereo not given) | x | -1 | x
CC(C)N(C(=O)[C@H]1C[C@H](CC(=O)NCCC2=CCCCC2)C(=O)N2CCc3c([nH]c4ccc(Cl)cc34)[C@]12C)C(C)C | 88 | x | 0.3
CC(C)(C)OC(=O)NCCCC[C@H](NC(=O)c1nc[nH]c1C(=O)NC(c1ccccc1)c1ccccc1)C(=O)OC(C)(C)C | x | 13 | x
COc1ccc(CNC(=O)C[C@H]2C[C@H](C(=O)N3CCOCC3)[C@@]3(CCC4CCCC4)c4[nH]c5ccc(Cl)cc5c4CCN3C2=O)cc1OC | 112 | x | -0.2
C#CCOCCOCCOCCNc1nc(N2CCN(C(=O)C([C@@H](C)CC)n3cc(C(N)CC(C)C)nn3)CC2)nc(N2CCN(C(=O)[C@H](CCC(=O)O)n3cc(C(N)CC(C)C)nn3)CC2)n1 (stereo not given in full) | x | -1 | x

(listing goes on)
SMILES | Yeast superoxide | AHR activator | Efflux pump mplx
Cc1ccc(S(=O)(=O)N2C[C@@H]3[C@H]4CC[C@H](C4)[C@@H]3[C@@H](C)[C@H]2c2ccco2)cc1 | 99 | x | -0.2
C[C@]12c3[nH]c4ccc(Cl)cc4c3CCN1C(=O)[C@@H](CC(=O)NCc1cccc(C(F)(F)F)c1)C[C@@H]2C(=O)N1CCCCC1 | 82 | x | -0.2
Cc1ccc(S(=O)(=O)N2C[C@@H]3CCCC[C@@H]3[C@@H](C)[C@H]2CC(=O)c2ccccc2)cc1 | 89 | x | 0.4
C[C@H]1C(c2ccc(F)cc2)=NN(c2ccccc2)[C@@H]1CO | 104 | x | -0.2
CC[C@]12c3[nH]c4ccc(OC)cc4c3CCN1C(=O)C(CC(=O)NCCC1=CCCCC1)C[C@@H]2C(=O)N1CCN(C(=O)C2CC2)CC1 (stereo not given in full) | 96 | x | -0.3
C=CCC1CCCC(=O)N2CCCC12 (stereo not given) | 90 | x | -0.2
Cc1cccc(C2=NN(c3ccccc3)[C@@H](C(=O)N3CCOC3=O)[C@@H]2c2ccc([N+](=O)[O-])cc2)c1 | 108 | x | 0.0
C[C@]12c3[nH]c4cc(-c5ccco5)ccc4c3CCN1C(=O)[C@@H](CC(=O)NCCCn1ccnc1)C[C@@H]2C(=O)N1CCOCC1 | 109 | x | 0.0
O=C1[C@@H](c2ccccc2)[C@@H](c2ccccc2)N1c1cccnc1 | 99 | x | 0.2
CCOC(=O)C1=CN(Cc2cccc(I)c2)S(=O)(=O)N(C)C1C (stereo not given) | 108 | x | 0.0
COC(=O)/C=C/c1cccc([C@H]2[C@@H]3C=CC[C@@H](C)[C@@H]3C(=O)N2Cc2ccccc2)c1 | 101 | x | 0.1
CCN(CC)C(=O)[C@H]1CC(CC(=O)NCC23CC4CC(CC(C4)C2)C3)C(=O)N2CCc3c([nH]c4ccc(OC)cc34)[C@]12C (stereo not given in full) | 89 | x | 0.3
CC[C@]12c3[nH]c4cc(-c5ccco5)ccc4c3CCN1C(=O)[C@@H](CC(=O)NC/C=C(\C)CCC=C(C)C)C[C@@H]2C(=O)N1CCN(C(=O)c2ccco2)CC1 | 98 | x | 0.2

An excerpt, so the mix of outcomes need not match the whole.
